Bioassay records as filed in PubChem BioAssay.
BioA inh – BioA (M. tuberculosis) enzyme inhibition; purified M. tuberculosis BioA enzyme, plate reader; inhibition, % at 9.99 µM; 0.096% of 360,000 active; in the data active means inhibition above about 40%
Starred values were filed as active, the others as inactive. This is a subset; the hit share may differ from the screen's.

> CN1CCCCN2[C@@H](CO)[C@H](c3ccc(Br)cc3)[C@@H]2C1
  BioA inh: -1.4

> COc1ccc(CN(C)C[C@H]2Oc3ccc(NC(=O)CCC(F)(F)F)cc3CC(=O)N([C@H](C)CO)C[C@@H]2C)cc1
  BioA inh: 4.3

> COc1ccc(CN(C)C[C@@H]2OCCCC[C@@H](C)Oc3ccc(NC(=O)CCC(F)(F)F)cc3C(=O)N([C@@H](C)CO)C[C@@H]2C)cc1
  BioA inh: 0.2

> O=C(C[C@@H]1C[C@@H]2c3cc(NS(=O)(=O)c4ccc(F)cc4)ccc3O[C@@H]2[C@@H](CO)O1)NCCc1ccccc1
  BioA inh: 1.5

> Cc1ccc(S(=O)(=O)N(C)C[C@H]2OCCCC[C@H](C)Oc3ccc(N(C)C)cc3C(=O)N([C@H](C)CO)C[C@@H]2C)cc1
  BioA inh: -0.8

> CO[C@@H]1CN(C)C(=O)c2cc(NS(=O)(=O)c3ccc(C)cc3)ccc2OC[C@@H](C)N(C)C[C@@H]1C
  BioA inh: -1.8

> CCNC(=O)C[C@H]1CC[C@@H]2[C@H](COc3ccc(NC(=O)Nc4ccc(C)cc4)cc3C(=O)N2C)O1
  BioA inh: 0.0

> C[C@H]1CCCCO[C@H](CN(C)S(=O)(=O)c2ccc(F)cc2)[C@@H](C)CN([C@@H](C)CO)C(=O)c2cc(NS(C)(=O)=O)ccc2O1
  BioA inh: -0.8

> C[C@@H]1CN([C@H](C)CO)C(=O)Cc2cc(NC(=O)C3CCCCC3)ccc2O[C@H]1CN(C)Cc1ccc2c(c1)OCO2
  BioA inh: -0.8

> CCCNC(=O)Nc1ccc2c(c1)C(=O)N(C)C[C@H](OC)[C@H](C)CN(C(=O)C1CC1)[C@@H](C)CO2
  BioA inh: 0.4

> COc1ccc(S(=O)(=O)Nc2ccc3c(c2)C(=O)N([C@H](C)CO)C[C@H](C)[C@H](CN(C)CC2CC2)O3)cc1
  BioA inh: -1.6

> CS(=O)(=O)N1[C@@H]2Cn3c(cccc3=O)[C@H]1[C@@H](C(=O)NCc1ccccc1)[C@@H]2CO
  BioA inh: 1.3

> C[C@@H]1CN([C@H](C)CO)C(=O)c2cc(C#Cc3ccncc3)cnc2O[C@@H]1CN(C)C(=O)CN(C)C
  BioA inh: -2.2

> C[C@@H]1CCCCO[C@H](CN(C)C(=O)Nc2ccc(F)cc2)[C@@H](C)CN([C@H](C)CO)C(=O)c2cc(NC(=O)c3ccncc3)ccc2O1
  BioA inh: -0.2

> COc1ccc(NC(=O)N(C)C[C@H]2OCCCC[C@H](C)Oc3ccc(NC(=O)C4CCCCC4)cc3C(=O)N([C@@H](C)CO)C[C@H]2C)cc1
  BioA inh: 2.9

> CC(C)[C@@H](C)NC(=O)N(C)C[C@@H]1OCc2ccccc2-c2ccccc2C(=O)N([C@@H](C)CO)C[C@@H]1C
  BioA inh: -1.4

> Cc1ccc(-c2ccc3c(c2)O[C@@H](CN(C)C(=O)Nc2ccc(F)cc2)[C@H](C)CN([C@H](C)CO)S3(=O)=O)cc1
  BioA inh: -0.6

> C[C@@H]1CN([C@@H](C)CO)C(=O)c2cc(NC(=O)CCCN(C)C)ccc2O[C@@H]1CN(C)S(=O)(=O)c1cccs1
  BioA inh: -0.3

> O=C(c1ccc(F)cc1)N1CCCCN2[C@@H](CO)[C@@H](c3ccc(-c4ccc(F)cc4)cc3)[C@@H]2C1
  BioA inh: -5.2

> COCC(=O)N[C@H]1C=C[C@H](CC(=O)N2CCCCC2)O[C@@H]1CO
  BioA inh: 0.7

Given with tabs: part of the list above
smiles	BioA inh
C[C@@H]1CN([C@H](C)CO)C(=O)c2cc(C#Cc3ccncc3)cnc2O[C@@H]1CN(C)C(=O)CN(C)C	-2.2
C[C@@H]1CCCCO[C@H](CN(C)C(=O)Nc2ccc(F)cc2)[C@@H](C)CN([C@H](C)CO)C(=O)c2cc(NC(=O)c3ccncc3)ccc2O1	-0.2
COc1ccc(NC(=O)N(C)C[C@H]2OCCCC[C@H](C)Oc3ccc(NC(=O)C4CCCCC4)cc3C(=O)N([C@@H](C)CO)C[C@H]2C)cc1	2.9
CC(C)[C@@H](C)NC(=O)N(C)C[C@@H]1OCc2ccccc2-c2ccccc2C(=O)N([C@@H](C)CO)C[C@@H]1C	-1.4

Other compounds:
> Cn1cnc(S(=O)(=O)N[C@@H]2CC[C@H](CC(=O)NCC3CCCCC3)O[C@H]2CO)c1
  BioA inh: -3.9

> CN1C(=O)c2cc(NC(=O)c3ccc4c(c3)OCO4)ccc2OC[C@H]2O[C@@H](CC(=O)O)CC[C@H]21
  BioA inh: -0.7

> CCS(=O)(=O)Nc1ccc2c(c1)C(=O)N(C)[C@H]1CC[C@@H](CC(=O)Nc3ccccc3)O[C@@H]1CO2
  BioA inh: 0.1

> C[C@@H]1CN([C@@H](C)CO)C(=O)c2cc(NS(=O)(=O)c3cn(C)cn3)ccc2O[C@@H](C)CCCCO[C@@H]1CN(C)C(=O)Nc1ccc2c(c1)OCO2
  BioA inh: -0.2

> Cc1ccc(S(=O)(=O)N(C)C[C@@H]2Oc3c(NC(=O)c4ccncc4)cccc3C(=O)N([C@H](C)CO)C[C@H]2C)cc1
  BioA inh: 0.7

> COc1cccc(CNC(=O)C[C@@H]2C=C[C@@H](NC(=O)C3CC3)[C@H](CO)O2)c1
  BioA inh: -1.9

> Cc1ccc(S(=O)(=O)N(C)C[C@@H]2Oc3ccc(NS(=O)(=O)c4ccc(F)cc4)cc3C(=O)N([C@H](C)CO)C[C@@H]2C)cc1
  BioA inh: -1.4

> COc1ccc(CN(C)C[C@@H]2OCc3cn(nn3)CCCC(=O)N([C@H](C)CO)C[C@@H]2C)cc1
  BioA inh: -1.2

> COC(=O)C[C@H]1C=C[C@@H](NS(=O)(=O)c2ccccc2F)[C@H](CO)O1
  BioA inh: -1.8

> CCCNC(=O)N1[C@@H]2Cn3c(ccc(-c4ccccc4OC)c3=O)[C@H]1[C@@H](C(=O)NCC)[C@@H]2CO
  BioA inh: -0.7

> COC(=O)[C@@H]1[C@@H](CO)[C@@H]2Cn3c(ccc(-c4ccc(F)cc4)c3=O)[C@@H]2N1Cc1ccccn1
  BioA inh: 0.5

> COc1ccc(S(=O)(=O)N2C[C@@H](O)COC[C@@H]3O[C@H](CC(=O)NCCN4CCCCC4)CC[C@H]32)cc1
  BioA inh: -1.7

> Cc1noc(C)c1NC(=O)N(C)C[C@@H]1Oc2c(NC(=O)NC3CCCCC3)cccc2C(=O)N([C@@H](C)CO)C[C@H]1C
  BioA inh: -0.5

> COc1ccc(S(=O)(=O)N(C)C[C@H]2Oc3cc(C#CC4CCCC4)ccc3S(=O)(=O)N([C@H](C)CO)C[C@H]2C)cc1
  BioA inh: -2.0

> O=C(C1CCOCC1)N1C[C@@H]2[C@H](c3ccccc31)[C@@H](CO)N2Cc1ccccc1Cl
  BioA inh: -2.5

> COc1ccc(NC(=O)Nc2cccc3c2O[C@@H](CN(C)C(=O)Nc2ccccc2)[C@H](C)CN([C@@H](C)CO)C3=O)cc1
  BioA inh: -1.3

> C[C@@H]1CN([C@H](C)CO)C(=O)c2cc(NS(=O)(=O)c3cccs3)ccc2O[C@@H](C)CCCCO[C@@H]1CN(C)Cc1ccncc1
  BioA inh: -1.5

> C/C=C/c1ccc([C@@H]2[C@H](CO)N3CCCCN(C(=O)Nc4ccc(F)cc4)C[C@@H]23)cc1
  BioA inh: 4.2

> Cc1noc(C)c1S(=O)(=O)N(C)C[C@@H]1Oc2ccc(NC(=O)Nc3ccc(F)cc3)cc2CC(=O)N([C@H](C)CO)C[C@H]1C
  BioA inh: 0.0

> COc1ccc(NC(=O)Nc2cccc3c2O[C@H](CN(C)C(=O)Nc2ccc(F)cc2)[C@@H](C)CN([C@@H](C)CO)C3=O)cc1
  BioA inh: -2.5

> CC(C)NC(=O)N(C)C[C@H]1OCCCC[C@@H](C)Oc2ccc(NS(=O)(=O)c3cn(C)cn3)cc2C(=O)N([C@@H](C)CO)C[C@@H]1C
  BioA inh: -0.5

> CCC(=O)Nc1ccc2c(c1)C(=O)N(C)C[C@@H](OC)[C@@H](C)CN(C(=O)C1CC1)[C@@H](C)CO2
  BioA inh: 0.5

> C[C@H](CO)N1C[C@H](C)[C@@H](CN(C)Cc2cncnc2)Oc2ncc(C#C[C@@H](C)O)cc2C1=O
  BioA inh: -3.0

> CO[C@@H]1CN(C)C(=O)c2cc(NC(=O)C3CC3)ccc2OC[C@H](C)N(Cc2cc(F)ccc2F)C[C@H]1C
  BioA inh: -2.3

> O=C(C[C@H]1CC[C@@H]2[C@H](COC[C@@H](O)CN2C(=O)Nc2cc(Cl)cc(Cl)c2)O1)NCC1CC1
  BioA inh: -1.2

> Cc1noc(C)c1S(=O)(=O)Nc1cccc2c1O[C@@H](CN(C)S(=O)(=O)c1cccs1)[C@@H](C)CN([C@@H](C)CO)C2=O
  BioA inh: 3.8

> O=C(CC1CC1)N1[C@H](CO)[C@H]2c3ccccc3N(S(=O)(=O)c3ccc(F)cc3)C[C@H]21
  BioA inh: 0.5

> C[C@@H]1CN([C@@H](C)CO)C(=O)c2cc(C#CC3CC3)cnc2O[C@H]1CN(C)S(C)(=O)=O
  BioA inh: 0.7

> CC(C)NC(=O)N(C)C[C@H]1Oc2cc(C#Cc3cccc(F)c3)ccc2S(=O)(=O)N([C@H](C)CO)C[C@@H]1C
  BioA inh: 1.1

> COc1ccc(CN(C)C[C@@H]2OCCCC[C@H](C)Oc3ccc(NC(=O)c4ccccc4)cc3C(=O)N([C@@H](C)CO)C[C@H]2C)cc1
  BioA inh: -2.6

> O=C(NCC1CC1)[C@@H]1[C@@H](CO)[C@@H]2Cn3c(ccc(C4=CCCC4)c3=O)[C@@H]2N1Cc1ccccc1F
  BioA inh: -2.7

> C[C@@H]1CCCCO[C@H](CN(C)C(=O)c2ccncc2)[C@H](C)CN([C@@H](C)CO)C(=O)c2cc(NS(=O)(=O)c3ccc(F)cc3)ccc2O1
  BioA inh: -2.4

> O=C(NC[C@H]1[C@H](c2ccccc2)[C@H](CO)N1Cc1ccccn1)C1CC1
  BioA inh: -2.3

> O=C(C[C@@H]1C[C@@H]2c3cc(NS(=O)(=O)c4ccc(F)cc4)ccc3O[C@@H]2[C@H](CO)O1)NCc1ccc(-c2ccccc2)cc1
  BioA inh: -0.9

> CO[C@H]1CN(C)C(=O)c2cc(C#N)ccc2OC[C@H]2O[C@@H](CC[C@@H]2OC)CCN(C)C(=O)[C@H]1C
  BioA inh: 0.9

> COc1ccc(NC(=O)Nc2ccc3c(c2)[C@@H]2C[C@H](CC(=O)NCc4ccc5c(c4)OCO5)O[C@@H](CO)[C@@H]2O3)cc1
  BioA inh: 1.4

> C[C@@H](O)C#Cc1ccc([C@H]2[C@@H](CO)N3CCCCN(C(=O)Nc4ccccc4)C[C@H]23)cc1
  BioA inh: -11

> C[C@@H]1CN([C@H](C)CO)S(=O)(=O)c2ccc(-c3cncnc3)cc2O[C@H]1CN(C)C
  BioA inh: -1.4

> C[C@@H]1CCCCO[C@H](CN(C)S(=O)(=O)c2ccc(Cl)cc2)[C@@H](C)CN([C@@H](C)CO)C(=O)c2cc(NC(=O)Nc3ccc4c(c3)OCO4)ccc2O1
  BioA inh: -2.0

> COc1ccccc1S(=O)(=O)N(C)C[C@H]1Oc2cc(/C=C/c3ccccc3)ccc2S(=O)(=O)N([C@H](C)CO)C[C@@H]1C
  BioA inh: -0.2

> C/C=C/c1cnc2c(c1)C(=O)N([C@@H](C)CO)C[C@@H](C)[C@@H](CN(C)C(=O)NCCC)O2
  BioA inh: -2.9

> N#C[C@H]1[C@@H](c2ccc(C#Cc3cccc(F)c3)cc2)[C@@H](CO)N1C(=O)C1CCOCC1
  BioA inh: 12

> Cc1ccccc1-c1ccc([C@H]2[C@@H](CO)N3CCCCN(C(=O)NC4CCCC4)C[C@@H]23)cc1
  BioA inh: -0.4

> C[C@@H]1CN([C@H](C)CO)S(=O)(=O)c2ccc(-c3cncnc3)cc2O[C@@H]1CN(C)Cc1ccncc1
  BioA inh: -1.1

> CCCNC(=O)C[C@H]1C[C@@H]2c3cc(N(C)C)ccc3O[C@@H]2[C@H](CO)O1
  BioA inh: -0.6

> CCCNC(=O)N1[C@@H]2Cn3c(ccc(-c4cccc(OC)c4)c3=O)[C@H]1[C@@H](C(=O)NCC)[C@@H]2CO
  BioA inh: 0.4

> C[C@H]1CN([C@@H](C)CO)C(=O)c2cccc(NC(=O)C3CCCCC3)c2O[C@H]1CN(C)C(=O)Nc1cccc2ccccc12
  BioA inh: -0.3

> COCC(=O)N1C[C@@H](C)[C@@H](OC)CN(C)C(=O)c2ccc(NC(=O)c3cc(C)on3)cc2OC[C@H]1C
  BioA inh: -2.3

> C[C@@H]1CN([C@H](C)CO)C(=O)c2cc(-c3cncnc3)cnc2O[C@H]1CN(C)C(=O)Nc1ccc2c(c1)OCO2
  BioA inh: -0.2

> C[C@H]1CN([C@@H](C)CO)C(=O)c2cc(NC(=O)CCCN(C)C)ccc2O[C@@H]1CN(C)S(=O)(=O)c1cn(C)cn1
  BioA inh: -2.4

> C=CCNC(=O)[C@H]1[C@@H]2C(=O)O[C@@H](c3ccccc3)[C@@H](c3ccccc3)N2[C@@H](c2ccc(O)cc2)[C@]12C(=O)Nc1ccc(C#CCCO)cc12
  BioA inh: -0.7

> CNC(=O)C[C@H]1CC[C@H]2[C@@H](COc3ccc(NC(=O)c4cc(C)on4)cc3C(=O)N2C)O1
  BioA inh: -0.7

> COc1ccc(S(=O)(=O)N(C)C[C@H]2Oc3c(NC(=O)c4cc(C)nn4C)cccc3C(=O)N([C@@H](C)CO)C[C@H]2C)cc1
  BioA inh: -0.4

> CO[C@@H]1CC[C@@H]2CCN(C)C(=O)[C@H](C)N(C)C(=O)c3cccc(C#N)c3OC[C@@H]1O2
  BioA inh: -0.4

> C[C@@H]1CN([C@H](C)CO)C(=O)c2cc(NC(=O)CCC(F)(F)F)ccc2O[C@@H](C)CCCCO[C@H]1CN(C)S(=O)(=O)c1cccs1
  BioA inh: -0.2

> O=C(C[C@@H]1CC[C@@H](NC(=O)Nc2ccc(C(F)(F)F)cc2)[C@@H](CO)O1)NCc1cccc(F)c1
  BioA inh: -3.2

> O=C(C1CCOCC1)N1C[C@@H]2[C@H](c3ccccc31)[C@H](CO)N2Cc1ccccc1Cl
  BioA inh: -2.8

> CC(C)NC(=O)N1CCCCN2[C@H](CO)[C@@H](c3ccc(Br)cc3)[C@H]2C1
  BioA inh: -0.1

> Cc1ccccc1S(=O)(=O)NCC[C@H]1CC[C@@H](NC(=O)C2CCC2)[C@@H](CO)O1
  BioA inh: -2.2
